# Screening results: PubChem, National Center for Advancing Translational Sciences (NCATS)
# RGS4 inhibitor – Inhibitors of Regulator of G Protein Signaling (RGS) 4: qHTS; Regulator of G-protein signaling 4 (Homo sapiens), P49798; Transcreener GDP fluorescence polarization, RGS4-accelerated GTP hydrolysis; Potency, µM (highest dose often 114 µM), without a hit: at the top dose activity change, negative = inhibition, most hits filed as inhibitors; 0.039% of 390,000 active; further: on the % scale 0 is the no-effect control and ±100 the full control effect; nearly all actives have a fitted effect of over 75% in size; some results filed as inactive show a strong effect at the top dose
#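 MLSMR compounds (23 nl, pin-transferred) preincubated 10 min at room temperature with a 500nM (2x) first reagent, then RGS4 at 900nM (2x) plus Transcreener GDP mix added; fluorescence polarization (620/688 nm) read before and after 90 min at 30 °C.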
# Pin1 inh – qHTS Assay to Find Inhibitors of Pin1; Peptidyl-prolyl cis-trans isomerase NIMA-interacting 1 (Homo sapiens), Q13526; Pin1 FP peptide displacement, HiFluor488, 10 min; Potency, µM (doses to about 115 µM), for inactives: at the top dose activity, negative = inhibition, usual class: inhibitors; 0.009% of 390,000 active; AID 504891, 2011; active means well fitted inhibition curve with a large enough effect in the polarisation, with a control signal flat, not every such curve was filed as active; inconclusive means small, poorly fitted or top-dose-only effect, or effect the other way, or a change in a side signal; inactive means no such curve, though single readings can be large or run the other way; the % refers to the polarisation; further: on the % scale 0 is the no-effect control and ±100 the full control effect
# ERG-DNA inh – qHTS for Small Molecule Inhibitors of the ERG Ets/DNA interaction; Transcriptional regulator ERG (Homo sapiens), P11308; fluorescence polarization, His-ERG Ets domain / labelled DNA; Potency, µM (titrated, usually from 76.9 µM), for the others: top-dose FP activity, negative = inhibition, most hits filed as inhibitors; 0.028% of 370,000 active; active means well fitted inhibition curve with a large enough effect in the polarisation, with a control signal flat; inconclusive means small, poorly fitted or top-dose-only effect, or effect the other way, or a change in a side signal; inactive means no such curve, though single readings can be large or run the other way; the % refers to the polarisation;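 further: polarization taken with two DNA probes labelled with fluorescein and Texas red; % of control where 0% means no effect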
#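 His-tagged ERG Ets domain (1 uM in the protein solution; 300mM KCl, 50mM Tris-HCl, 1mM EDTA, 1mM DTT, pH 7.5) received compound, then a probe mix of 5 nM fluorescein-DNA and 100nM Texas-615-DNA. Fluorescence polarization was read for both dyes.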
# Tb PGK inh – qHTS Assay to Find Inhibitors of Phosphoglycerate Kinase | PGK/GAPDH coupled, Kinase-Glo luminescence, 60 min | 0.043% of 380,000 active | Phosphoglycerate kinase, glycosomal (Trypanosoma brucei brucei), P07378 | AID 602233, 2012 | Potency, µM (top dose mostly 57.5 µM), inactives show at the highest dose activity change, negative = inhibition, actives largely listed as inhibitors; further: on the % scale 0 is the no-effect control and ±100 the full control effect; nearly all actives have a fitted effect of over 60% in size
#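 Recombinant glycosomal PGK reaction used 1,3-bisphosphoglycerate generated in-well by GAPDH (100nM final) in 100mM TEA pH 7.6, 5mM MgCl2, 0.01% Tween-20. After 60 minutes at room temperature, ATP was read by Kinase-Glo Plus luminescence end-point.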
# JMJD2A Tudor – qHTS Assay for Inhibitors of JMJD2A-Tudor Domain | AlphaScreen JMJD2A-Tudor / H3K4me3 peptide binding | AID 504339, 2011 | Potency, µM (doses to about 114 µM), for inactives: at the top dose activity change, negative = inhibition, usual class: inhibitors | Lysine-specific demethylase 4A (Homo sapiens), O75164 | 4.4% of 390,000 active; further: on the % scale 0 is the no-effect control and ±100 the full control effect; nearly all actives have a fitted effect of over 50% in size
# Target sequence (O75164 whole entry, looked up, the tested form may be a part): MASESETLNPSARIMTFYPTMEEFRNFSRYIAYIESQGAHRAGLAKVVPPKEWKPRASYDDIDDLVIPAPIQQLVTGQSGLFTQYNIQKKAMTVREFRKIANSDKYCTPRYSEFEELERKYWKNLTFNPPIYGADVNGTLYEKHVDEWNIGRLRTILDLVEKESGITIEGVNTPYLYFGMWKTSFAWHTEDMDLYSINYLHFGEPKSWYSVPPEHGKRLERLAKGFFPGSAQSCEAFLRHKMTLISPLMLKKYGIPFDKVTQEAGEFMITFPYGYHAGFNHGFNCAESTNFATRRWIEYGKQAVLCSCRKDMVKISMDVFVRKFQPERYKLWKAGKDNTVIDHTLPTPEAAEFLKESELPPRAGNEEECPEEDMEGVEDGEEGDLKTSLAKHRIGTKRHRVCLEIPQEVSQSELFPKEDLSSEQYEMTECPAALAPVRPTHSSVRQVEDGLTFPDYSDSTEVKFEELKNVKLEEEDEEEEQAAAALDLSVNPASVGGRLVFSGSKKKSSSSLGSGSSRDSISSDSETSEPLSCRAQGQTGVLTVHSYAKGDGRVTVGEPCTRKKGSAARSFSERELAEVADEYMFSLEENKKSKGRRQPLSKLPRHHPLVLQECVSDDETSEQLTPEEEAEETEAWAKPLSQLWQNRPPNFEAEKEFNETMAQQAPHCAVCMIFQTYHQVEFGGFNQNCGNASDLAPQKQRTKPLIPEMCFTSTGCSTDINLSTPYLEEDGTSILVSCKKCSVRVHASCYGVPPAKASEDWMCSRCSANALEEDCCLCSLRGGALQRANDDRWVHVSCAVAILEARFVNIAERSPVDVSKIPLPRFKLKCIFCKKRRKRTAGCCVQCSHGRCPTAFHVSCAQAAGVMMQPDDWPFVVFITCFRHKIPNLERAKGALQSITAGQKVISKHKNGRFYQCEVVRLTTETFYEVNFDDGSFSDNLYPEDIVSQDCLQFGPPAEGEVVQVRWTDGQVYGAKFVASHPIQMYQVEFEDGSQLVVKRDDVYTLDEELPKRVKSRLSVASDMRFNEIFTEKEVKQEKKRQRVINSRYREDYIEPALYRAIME
# GLS inh – qHTS for Inhibitors of Glutaminase (GLS); Glutaminase kidney isoform, mitochondrial (Homo sapiens), O94925; GLS enzymatic activity, qHTS titration; Potency, µM (highest dose often 45.5 µM), inactives show top-dose activity change, negative = inhibition, hits mostly inhibitors; 0.21% of 410,000 active; AID 624170, 2012; further: on the % scale 0 is the no-effect control and ±100 the full control effect
#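 Assay buffer: 45 mM KH2PO4 pH 8.2, 0.02% Tween-20. hKGA acts on L-glutamine (1 mM solution added); product glutamate is reported by an oxidase/peroxidase Amplex Red coupling, with fluorescence taken at baseline and 30 min.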
# ALOX12 inh – Primary qHTS assay for inhibitors of human arachidonate 12S-lipoxygenase (ALOX12): Round 2; purified 12hLO, xylenol orange hydroperoxide absorbance; Potency, µM (highest dose often 108 µM), without a hit: top-dose activity change, negative = inhibition, most hits filed as inhibitors; 1.1% of 580,000 active; further: on the % scale 0 is the no-effect control and ±100 the full control effect
#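 Purified human 12hLO at 150 nM in 25 mM Hepes, 0.01% Triton X-100, pH 7.0, preincubated 15 min at room temperature with compound. Reaction started with 40 uM arachidonic acid, 30 min at room temperature. Hydroperoxide measured by Fe-xylenol orange, 573/405 nm absorbance ratio.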
# rTrxR1 inhibitor – qHTS Assay for Inhibitors of Mammalian Selenoprotein Thioredoxin Reductase 1 (TrxR1): qHTS; Thioredoxin reductase 1, cytoplasmic (Rattus norvegicus), O89049; recombinant rTrxR1, NADPH fluorescence consumption, selenite substrate; Potency, µM (series often up to 114 µM), without a hit: at the top dose activity change, negative = inhibition, actives largely listed as inhibitors; 1% of 390,000 active; AID 588453, 2011; further: on the % scale 0 is the no-effect control and ±100 the full control effect; nearly all actives have a fitted effect of over 65% in size
#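 Rat TrxR1 (90 nM in the dispensed reagent) was pre-reduced with 400 uM NADPH for 5 min at room temperature, then incubated with compound for 15 min. After 400 uM selenite was added, NADPH fluorescence (Ex 340/Em 450 nm) was followed for 8 min.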
# HP1b chromo inh – HTS for Inhibitors of HP1-beta Chromodomain Interactions with Methylated Histone Tails | Chromobox protein homolog 1 (Homo sapiens), P83916 | Potency, µM (series often up to 114 µM), without a hit: top-dose activity change, negative = inhibition, usual class: inhibitors | 0.56% of 390,000 active | AlphaScreen HP1-beta / biotin-H3K9me3 peptide binding; further: nearly all actives have a fitted effect of over 70% in size; inactives centre near 23
#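 HP1-beta protein (50 nM final) preincubated 30 min at room temperature with biotinylated H3(1-18)K9me3 peptide (50 nM) in PBS pH 7.4, 0.01% Tween-20, then compound added for 30 min. AlphaScreen streptavidin donor/nickel chelate acceptor beads (10 ug/mL final), 30 min dark, luminescence read.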
# * hit, by the source's call; i = inactive; u = inconclusive; x = no result given; & = joins results of further samples; [ ] = remark or other dose. Unless noted, the call rests on the fitted dose curve; in most records, active means well fitted curve in the direction sought with a large enough effect; inconclusive means small, poorly fitted or top-dose-only effect, or another doubt; inactive means no such curve, though single readings can be large; an effect the other way counts as inactive or inconclusive. Potency means the concentration at half of the fitted maximal effect.
item | smiles | rTrxR1 inhibitor | Pin1 inh | RGS4 inhibitor | ERG-DNA inh | HP1b chromo inh | GLS inh | Tb PGK inh | JMJD2A Tudor | ALOX12 inh
1 | COc1ccc(C(=O)COC(=O)CCS(=O)(=O)c2ccc(C)cc2)c(OC)c1 | -7% | 26% | -4% | 2% | 32% | 4% | 4% | -15% | -17%
2 | CCC1CCCCN1CCCNC(=O)c1ccc(N2CCOCC2)c(NS(=O)(=O)c2ccc(OC)cc2)c1 (configuration not stated) | 38% | -10% | -23% | -3% | 30% | 8% | -4% | -12% | -13%
3 | CCCCOC(=O)NC1CCS(=O)(=O)C1 (configuration not stated) | -7% | 5% | 27% | 2% | 11% | 3% | 2% | -6% | 4%
4 | COc1cccc(Nc2cc(C)nc3nc(-c4ccc(Cl)cc4)nn23)c1 | 19% | 1% | -24% | 4% | 127%[activator] | 1% | 0% | u | -17%
5 | CCCc1cc(C(=O)Nc2sc(C(C)=O)c(C)c2C(=O)OCC)no1 | 5%[57.1 µM] | 1% | u | -14% | 6% | -10% | i | 0% | 34%
6 | O=C1NC2(CCCCC2)C(=O)N1Cc1cccc(C(F)(F)F)c1 | 10% | 2% | -37%[56.9 µM] | 12% | 83%[activator] | 1% | i | -12% | -1%
7 | CCCCn1c(SCc2ccccn2)nc2c1c(=O)n(C)c(=O)n2C | 0%[57.1 µM] | 6% | 2% | -1% | 26% | -5% | i | -19% | -5%
8 | CC(C)Cc1nc2oc3c(=O)[nH]cnc3c2c2c1CCC2 | -7%[57.1 µM] | 1% | -33% | 14% | 61%[activator] | u | -7% | -22% | 0%
9 | Cc1snc(SCc2ccc(Cl)cc2)c1C#N | 18% | -8% | -32% | 13% | 224%[activator] | 9% | -4% | 311%[activator] | 6%
10 | O=C(COc1cccc(Cl)c1)N1CCC(c2nc3ccccc3s2)CC1 | 39%[activator] | -1% | 9% | 4% | 18% | -3% | -6% | -3% | -29%
11 | COc1ccc(NS(=O)(=O)c2cccc3nonc23)c(OC)c1 | u | 0% | -12% | 4% | -13% | -3% | 0% | -25% | 3%
12 | Cc1cc(C(=O)N/N=C/c2ccccc2)c(C)o1 | -20% | 1% | -1% | -7% | 30% | 8% | -8% | -8% | 0%
13 | COc1ccc(OC)c(-c2noc(N3CCN(c4ccc(C(C)=O)cc4)CC3)n2)c1 | 4% | 61%[activator] | -5% | 2% | 31% | -2% | -6% | -26% | 0%
14 | O=S(=O)(c1ccc(Br)cc1)c1nc(-c2cccs2)oc1SCc1ccc(F)cc1 | 11% | u | -5% | 9% | 28% | 2% | i | -9% | -29%
15 | CCOC(=O)c1cc(S(=O)(=O)NCCc2ccccc2)cn1C | 22% | -15% | 35% | -2% | 23% | -3% | 0% | -3% | 26%
16 | CN1CCN(C(=O)C2=C[C@H](c3ccc(C(F)(F)F)cc3)C[C@H](OCc3ccc(CO)cc3)O2)CC1 | 14% | -8% | 18% | 10% | 2% | 5% | i | -27% | 4%
17 | CC1CCC(=NO)C(=NO)C1 (configuration not stated) | 12%[57.1 µM] | -4% | -15% | 25% | 41%[activator] | -11% | 5% | 1% | 5%
18 | CC(C)(C)CC(C)(C)NC(=O)c1ccc2snnc2c1 | 8% | -2% | -7% | 4% | -8% | -1% | i | -9% | 54%[activator]
19 | COc1ccc(N(C)S(=O)(=O)c2ccc(C)cc2)c([N+](=O)[O-])c1 | 7%[11.4 µM] | 4% | -6% | 20% | 7% | 0% | 0% | -27% | -20%
20 | O=C(/C=C/c1ccc(Cl)cc1)NCCN1CCOCC1 | 6% | 0% | 15% | 10% | 39%[activator] | -16% | -3% | -11% | 0%
21 | COc1ccc(-c2[nH]c(-c3ccc(SC)cc3)nc2SCC(=O)Nc2nccs2)cc1 | 15%[57.1 µM] | 50%[activator] | -23% | 0% | 28% | -10% | -5% | -18% | 13%
22 | Cc1n[nH]c(C)c1S(=O)(=O)N1CCN(c2ccccn2)CC1 | 13%[57.1 µM] | 2% | 7% | 6% | 41%[activator] | 2% | 0% | 0% | -21%
23 | CCC(C)C(=O)Nc1nnc(SCC(=O)N2C(C)CCCC2C)s1 (configuration not stated) | 7%[57.1 µM] | 1% | 4% | -2% | 14% | 0% | 8% | -10% | 1%
24 | O=[N+]([O-])c1ccc2nc(NS(=O)(=O)c3ccc(F)cc3)sc2c1 | 4% | 2% | -20% | 16% | 16% | -4% | i | -20% | u
25 | Cn1c(=O)c2ccccc2n2c(=S)[nH]nc12 | -1%[57.1 µM] | 1% | -44% | -3% | 79µM* | 10µM* | u | 3.2µM* | u
26 | Cc1cc(Cn2nc(-c3ccccc3)cc2C(=O)NCC2CC2)on1 | -3%[57.1 µM] | 3% | 14% | -5% | 37% | 5% | 6% | -1% | u
27 | COc1ccc(/C=c2/sc3nc(-c4ccccc4)c(-c4ccccc4)n3c2=O)cc1 | -15% | 7% | -15% | -12% | u | -9% | i | -22% | 6%
28 | CCN(CC)CCNC(=O)CCc1nnc2ccc(N3CCC(C)CC3)nn12 | 18% | -3% | -3% | -11% | 47%[activator] | -1% | x | 4% | 2%
29 | CCC1CN2CCc3cc(OC)c(OC)cc3C2CC1CC1c2cc(OC)c(OC)cc2CCN1C(=O)C(Cc1c[nH]c2ccccc12)NC(=O)OC(C)(C)C (configuration not stated) | -11% | u | -23% | x | -14% | u | 0% | u | 118%[activator]
30 | CCCn1c(C)cc(C(=O)CN2C(=O)c3ccccc3C2=O)c1C | 15% | -8% | 6%[11.4 µM] | -8% | 28% | -3% | 7% | -14%[11.4 µM] | 14%
31 | COc1ccccc1CNC(=S)NCc1ccc(F)cc1 | 21% | -9% | -9% | -6% | 41%[activator] | -2% | 0% | -3% | u
32 | C/C=C(/C)C(=O)O[C@@H]1[C@H](OC(C)=O)c2c(ccc3ccc(=O)oc23)OC1(C)C | -4% | -11% | -1% | -3% | 25% | 0% | 0% | -19% | -20%
33 | O=C(OCC(=O)N1CCCCC1)c1c[nH]c(=O)[nH]c1=O | 6% | -3% | 11%[11.4 µM] | -8% | -8% | -3% | -2% | 9%[11.4 µM] | u
34 | O=C(O/N=C(/c1ccccc1)c1ccncc1)c1ccc(F)cc1 | 25%[57.1 µM] | 0% | 13% | -1% | -16% | 1% | -14% | -6% | 7%
35 | Cc1cc(F)ccc1NC(=O)c1cc(S(=O)(=O)N2CCc3ccccc32)cn1C | 9%[57.1 µM] | 1% | -1% | -5% | 27% | 1% | -2% | 2% | 17%&21%
36 | CCNc1nc2c(c(=O)n(C)c(=O)n2C)n1Cc1ccc(F)cc1 | 21%[57.1 µM] | 7% | 15% | -1% | 56%[activator] | 45%[activator] | -1% | -35% | -19%
37 | Cc1ccc(NC(=O)CSc2nnc(-c3cc(C)[nH]n3)n2N)cc1 | 21% | -2% | -16% | -9% | 2% | -2% | -8% | 5% | 7%
38 | COCCOC(=O)c1c(C)n(C)c2ccc(OC(=O)C3CC3)cc12 | 16%[57.1 µM] | -1% | 25% | -13% | 27% | 0% | -6% | 4% | 0%
39 | Cc1nc(SCC(=O)Nc2ccc3c(c2)OCO3)c(C#N)c2c1CCCC2 | u | -1% | 29% | 10% | 24% | 15% | -2% | 2% | x
40 | C=CCn1c(C(O)c2ccccc2)nc2ccccc21 (configuration not stated) | 13%[57.1 µM] | -6% | -4% | 3% | 1% | 3% | -8% | -33% | 1%

# One compound at a time, from the list above. Order of values: rTrxR1 inhibitor	Pin1 inh	RGS4 inhibitor	ERG-DNA inh	HP1b chromo inh	GLS inh	Tb PGK inh	JMJD2A Tudor	ALOX12 inh
# COc1ccccc1CNC(=S)NCc1ccc(F)cc1 is listed as 21%	-9%	-9%	-6%	41%[activator]	-2%	0%	-3%	u
# Cc1cc(F)ccc1NC(=O)c1cc(S(=O)(=O)N2CCc3ccccc32)cn1C is listed as 9%[57.1 µM]	1%	-1%	-5%	27%	1%	-2%	2%	17%&21%
# Cc1ccc(NC(=O)CSc2nnc(-c3cc(C)[nH]n3)n2N)cc1 is listed as 21%	-2%	-16%	-9%	2%	-2%	-8%	5%	7%
# Cc1nc(SCC(=O)Nc2ccc3c(c2)OCO3)c(C#N)c2c1CCCC2 is listed as u	-1%	29%	10%	24%	15%	-2%	2%	x

# A portion of the library; count on the stated rates, not on these rows.
